# Hck Nef HTS: inhibitors of human Hck kinase activated by Nef. AID 463187. hit rate 0.68% among 220,000. inhibition, % at 20 µM. P08631. Recombinant Hck-YEEI plus Nef, Z-Lyte FRET kinase assay;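 active means Hck-Nef kinase inhibition above about 50%, limit read from the data; inactive means inhibition below that limit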;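 further: 0% = DMSO with Hck plus Nef and 100% = Hck alone without Nef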
# TNF death inh: TNF-alpha cell death inhibition in Jurkat FADD-/- cells; Jurkat FADD-/- TNF necroptosis rescue, ATP luminescence, 24 h; 0 = TNF only, 100 = no-TNF cells; activation (protection from cell death), % at 10 µM; hit rate 0.068% among 220,000; AID 463075;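 active means activation, meaning protection from cell death, of at least 50% relative to plate controls; inactive means activation below 50%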;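 further: necroptosis triggered by 40 ng/mL TNF-alpha added together with compound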
# RBBP9 inhibitor: inhibitors of human serine hydrolase RBBP9; recombinant RBBP9, FP-Rh probe fluorescence polarization; inhibition, % at 7.94 µM; hit rate 0.2% among 220,000; AID 1515;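 active means inhibition above the campaign mean of all tested compounds plus 3 SD, cut at about 14% in these data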;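 further: plate controls were DMSO wells with RBBP9 for no effect and wells lacking RBBP9 protein for full effect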
#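 Test system – recombinant human RBBP9 · Input – RBBP9 2.5 µM in dispensing solution, pre-mixing · Medium – Tris buffer pH 8.0, NaCl, Pluronic · Schedule – preincubation 30 min plus labeling 45 min at 25 °C · Measured by – fluorescence polarization · Measure – % inhibition · Controls – DMSO and no-protein wells · Replicates – one well per compound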
# EP2 modulator: EP2 receptor (human) modulation; induction, % at 25 µM; EP2-expressing cells, cAMP HTRF FRET, PGE2 co-stimulation; hit rate 0.83% among 260,000;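 active means compounds whose cAMP rise, as percent of the full-agonist control response, exceeds 60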;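 further: rat C6 glioma line stably carrying human EP2 under a CMV promoter; the protocol text gives 20 µM as final concentration; 100% = response of wells given 1 µM PGE2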
# PGE2 EP2 inh: blocks the human prostaglandin E2 receptor EP2 | P43116 | C6 glioma cells expressing human EP2, cAMP TR-FRET; cells stimulated with saturating PGE2 | inhibition, % at 25 µM | hit rate 0.52% among 260,000 | AID 1422;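 active means percent inhibition above 40 after rounding to a whole number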;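 further: rat C6 glioma host cells with rolipram phosphodiesterase inhibitor present; the protocol text gives 20 µM as final concentration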
# Runt-SMMHC FRET: Runt domain-CBFb-SMMHC interaction inhibition; Q01196+Q13951; Cerulean-Runt/Venus-CBFb-SMMHC FRET ratio 530/480, 1 h; inhibition, % at 20 µM; hit rate 0.74% among 220,000; AID 1434;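 active means mean inhibition across duplicate retests at 20 µM reaching about 50%, limit read from the data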;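 further: 0% = DMSO wells and 100% = wells with excess untagged CBFb-SMMHC; inhibitors lower the FRET ratio by blocking Runt binding to CBFb-SMMHC; some results filed as inactive read as strong as hits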
# PERK inh: inhibitors of human PERK kinase; hit rate 0.17% among 220,000; CHO PERK-DD fusion, SEAP luminescence translation reporter; Q9NZJ5; inhibition, % at 5.6 µM;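 active means inhibition above the mean inhibition of all tested compounds plus 3 SD, set separately per screening campaign, cut at about 2.9% in these data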;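 further: PERK kinase domain activated by AP20187 dimerizer at 100 nM; 0% = DMSO with dimerizer and 100% = rapamycin at 8.4 µM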
# Target sequence (Q9NZJ5 whole entry, looked up, the tested form may be a part): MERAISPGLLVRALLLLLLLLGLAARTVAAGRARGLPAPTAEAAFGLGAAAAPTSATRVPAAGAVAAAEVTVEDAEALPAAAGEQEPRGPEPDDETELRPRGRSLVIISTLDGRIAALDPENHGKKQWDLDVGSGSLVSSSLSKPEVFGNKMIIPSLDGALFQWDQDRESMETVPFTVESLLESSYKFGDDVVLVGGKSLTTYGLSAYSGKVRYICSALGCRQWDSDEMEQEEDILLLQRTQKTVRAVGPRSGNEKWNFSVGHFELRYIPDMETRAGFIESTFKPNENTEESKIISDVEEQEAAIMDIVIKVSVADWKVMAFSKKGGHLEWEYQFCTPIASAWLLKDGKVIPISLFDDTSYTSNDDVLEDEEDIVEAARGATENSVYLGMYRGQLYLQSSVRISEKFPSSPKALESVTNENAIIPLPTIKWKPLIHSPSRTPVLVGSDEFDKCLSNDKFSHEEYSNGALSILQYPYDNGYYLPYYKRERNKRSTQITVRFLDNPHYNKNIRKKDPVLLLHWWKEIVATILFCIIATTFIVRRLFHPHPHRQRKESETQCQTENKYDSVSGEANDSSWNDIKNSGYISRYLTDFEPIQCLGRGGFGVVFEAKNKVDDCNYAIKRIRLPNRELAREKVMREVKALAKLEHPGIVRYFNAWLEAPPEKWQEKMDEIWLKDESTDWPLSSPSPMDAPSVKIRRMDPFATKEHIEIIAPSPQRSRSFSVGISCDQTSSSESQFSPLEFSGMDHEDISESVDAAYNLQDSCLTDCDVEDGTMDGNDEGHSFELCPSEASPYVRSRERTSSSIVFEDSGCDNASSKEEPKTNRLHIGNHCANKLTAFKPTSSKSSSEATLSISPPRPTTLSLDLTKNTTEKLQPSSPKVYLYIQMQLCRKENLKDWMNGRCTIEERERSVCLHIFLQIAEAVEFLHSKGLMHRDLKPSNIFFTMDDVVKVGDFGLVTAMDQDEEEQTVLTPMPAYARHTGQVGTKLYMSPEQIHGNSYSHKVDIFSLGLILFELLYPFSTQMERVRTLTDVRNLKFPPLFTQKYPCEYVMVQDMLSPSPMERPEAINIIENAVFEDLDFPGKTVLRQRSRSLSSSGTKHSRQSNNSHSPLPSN
# Runt-CBFb FRET: Runt domain-CBFb interaction inhibition. hit rate 0.46% among 220,000. Q01196+Q13951. inhibition, % at 20 µM. Cerulean-Runt/Venus-CBFb FRET ratio 530/480, 1 h;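 active means inhibition over about 50% at 20 µM in the single-dose screen, limit read from the data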;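 further: 0% = DMSO wells and 100% = excess unlabeled CBFb competitor control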
#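 System: Cerulean-labeled Runt domain protein | Quantity: 100 nM of each labeled protein | Schedule: 1 h compound exposure, room temperature | Detection: Fluorescence energy transfer, 422 nm excitation, 530/480 nm emission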
# L929 necroptosis: blocks zVAD induced death of L929 cells; L929 zVAD necroptosis rescue, ATP luminescence, 24 h; with zVAD 60 µM; viability rescue, % at 10 µM; hit rate 0.38% among 220,000;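 active means activation, scaled between plate controls, above about 75%, limit read from the data; inactive means activation under that limit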;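 further: 0% = zVAD with DMSO and 100% = DMSO alone without zVAD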
# * hit, by the source's call; · = not tested or not shown; & = joins results of further samples.
SMILES,Hck Nef HTS,TNF death inh,RBBP9 inhibitor,EP2 modulator,PGE2 EP2 inh,Runt-SMMHC FRET,PERK inh,Runt-CBFb FRET,L929 necroptosis
CC12CC3(C)CC(C)(C1)CC(C(=O)NC(=S)NC(C)(C)C)(C2)C3,1,1.3,-6,4,5,4,0.2,0,0.6
CCSc1nc2ccccc2n1CC(N)=O,7,-1.7,-8,23,4,-1,0.4,-1,0.2
C=CCSc1nc(C)c(CCCC)c(=O)[nH]1,1,-0.8,0,18,5,2,0.5,1,-0.5
C/C(CC(C)(C)C1CCCCC1)=N\NC(N)=S,-1,-12,-5,-16,10,0,-1.8,3,-1.7
COC(=O)CCC(=O)Nc1cccc(Cl)c1,0,0.4,-2,10,15,2,0.6,1,0.1
CN(CCCCN1CCOCC1)Cc1nc(-c2ccc3c(c2)OCO3)no1,16,0.3,-7,-9,3,-5,1.3,-2,-0.2
CC(=O)Nc1ccc(NC(=O)c2nc(-c3ccccc3)oc2C)cc1,18,1.9,-4,-41,3,-2,0.2,-6,0.3
COc1ccc(-c2nc(C#N)c(NCCN(C)C)o2)cc1,3,0.8,-3,4,12,·,0.1,·,1.1
COc1cc(/C=C/C(=O)OCC(=O)Nc2sc3c(c2C#N)CCC(C)C3)ccc1OCC#N (stereo not drawn),51*,-0.7,3,-3,7,-5,2.1,2,0.5
O=C(c1ccc(S(=O)(=O)N2CCOCC2)cc1)N(c1ccccn1)C1CCCCC1,10,1.0,-1,9,6,-6,-1.1,1,1.5
Cc1ccc(-c2c(C(=O)N3CCOCC3)oc(=O)c3ccccc23)cc1,10,0.3,-2,18,10,1,-0.8,3,1.1
O=C(Nc1cnccn1)C1c2ccccc2Oc2ccccc21,-11,-2.3,4,10,8,-5,-0.5,-1,1.5
O=C(N/N=C/c1c(Cl)cccc1Cl)C(=O)NC1CC1,-4,-0.8,-1,8,6,-4,-0.2,1,3.1
Cc1c([C@H]2[C@@H](CC#N)C2(C)C)c2ccccc2n1C,-2,-0.3,-11,28,14,-1,0.3,-2,-0.1
Cc1ccc(Cl)cc1NC(=S)N(CCN(C)C)C(C)c1ccccn1 (stereo not drawn),4,1.0,-8,9,3,3,1.5,2,-1.0
O=C(CSc1ncccn1)N/N=C/c1cccc([N+](=O)[O-])c1,6,2.7,-6,6,6,1,0.9,0,2.3
O=C(C1CC1)N1CCN(c2ccnc3cc(Cl)ccc23)CC1,1,1.8,-3,-12,6,3,-0.2,0,1.2
O=C(OCC#CCSc1nc2ccccc2o1)c1cc2ccccc2o1,-4,0.1,-3,13&27,15&15,-2,1.8,2,·
CN1CCN(C(=O)C2=C[C@H](c3csc4ccccc34)C[C@H](OCCCCO)O2)CC1,7,0.9,-6,-7,13,-5,1.1,1,-0.4
COc1ccc(Nc2ncc(C(=O)N3CCN(c4ccccc4OC)CC3)c3ccccc23)cc1,1,-2.9,-13,-30,15,-4,-1.1,-3,0.4
CCNC(=S)NNC(=O)c1csc(CC)c1,7,-2.0,-8,15,6,-2,0.9,0,0.0
COc1ccc(CCNc2cc(C)nc3c(-c4ccccc4)c(C)nn23)cc1OC,-2,3.5,-2,-22,2,-3,-0.5,-3,2.3
Cc1c(NC(=S)NC(NC(=O)C(C)C)C(Cl)(Cl)Cl)c(=O)n(-c2ccccc2)n1C (stereo not drawn),0,-0.1,-5,5,7,1,0.4,-1,1.5
Cc1cc(C)c(OCCOCCN2CCNCC2)c(C)c1,-11,0.3,-6,7,7,0,-0.2,0,-0.2
COc1ccc(/C=N/NC(=O)CSc2ccccc2)cc1OC,2,0.3,-1,7,5,-5,-0.5,-1,·
SMILES,Hck Nef HTS,TNF death inh,RBBP9 inhibitor,EP2 modulator,PGE2 EP2 inh,Runt-SMMHC FRET,PERK inh,Runt-CBFb FRET,L929 necroptosis
CC1(C)CC(=O)C=C(NNC(=O)c2ccccc2)C1,5,1.3,-10,35,6,3,0.5,-1,·
Cc1ccc(/C=N/NC(=O)C(NC(=O)c2ccccc2)c2n[nH]c(=O)c3ccccc23)cc1 (stereo not drawn),11,-11,-2,6,12,1,0.0,-2,-0.1
Cc1nc(Nc2cccc(C(C)O)c2)c2nnn(Cc3ccc(F)cc3)c2n1 (stereo not drawn),19,2.7,-8,3,4,·,-0.2,·,3.5
Cc1ccc(CCC(=O)Nc2ncc(Cc3cccc(Cl)c3Cl)s2)o1,1,-7.3,4,-12,8,-5,0.5,2,-0.8
C=CC1CN(CC(=O)OC)S(=O)(=O)c2ccccc21 (stereo not drawn),20,0.6,·,-5,8,-5,·,0,1.4
CCCc1cc(-c2n[nH]c(=S)n2Cc2ccccc2)cs1,0,-1.2,-3,88*,7,5,-0.4,5,-0.3
CC(C)n1c(SCC(=O)Nc2ccccc2N2CCCCC2)nc2c1c(=O)n(C)c(=O)n2C,7,-1.8,6,9,-4,-2,0.0,-4,-0.3
CC(C)CN1CCNC(=O)C1CC(=O)NCCc1cnn(-c2ccccc2)c1 (stereo not drawn),1,0.3,-14,19,5,1,-0.2,2,0.2
Cc1c(NC2=NC3(CCCCC3)Cc3ccccc32)c(=O)n(-c2ccccc2)n1C,0,-1.8,-2,7,20,5,-0.9,0,2.9
CC(C)(C)c1ccc(OCCC(=O)NC2=NCCS2)cc1,5,1.3,5,-5,18,-9,1.3,-4,-0.1
CCOC(=O)c1c(NC(=O)C2=C(C)NC(=S)NC2c2ccc(CC)cc2)sc(C)c1C (stereo not drawn),4,-13,-9,51,6,-7,0.1,-7,1.3
CC(C)N1C2OC(C3OC4C(O3)N(C(C)C)S(=O)(=O)N4C(C)C)OC2N(C(C)C)S1(=O)=O (stereo not drawn),0,-1.0,-1,7,4,0,-1.7,0,0.4
CC(=O)c1nnn(-c2ccc([N+](=O)[O-])cc2)c1C,23,0.5,3,37,11,-6,0.9,0,2.9
Cc1cc(C)n2nc(C(=O)Nc3ccc4c(c3)CCC4)nc2n1,28,0.1,-5,-5,6,1,-0.1,-1,2.2
NC(=O)C1CCN(C(=S)NC2CC3C=CC2C3)CC1 (stereo not drawn),9,3.3,-1,9,6,-2,1.9,1,0.2
Cc1c(NS(=O)(=O)c2ccc(Br)s2)c(=O)n(-c2ccccc2)n1C,0,-1.7,-6,11,10,-10,-0.3,0,0.0
O=S(=O)(NCc1ccccn1)c1cccc2nsnc12,1,-0.1,4,0,5,-1,2.0,1,1.2
CC(C)[C@H](NC(=O)c1ccc(F)cc1)C(=O)OCC(=O)NC(=O)c1cccn1C,1,0.8,-8,13,11,2,0.7,1,2.2
O=C(Cn1cnc2c(nnn2Cc2ccc(F)cc2)c1=O)Nc1cccc(F)c1,2,1.5,-13,-14,3,1,-0.3,3,0.1
CC12CCC(C(=O)N(Cc3ccccc3)Cc3ccccc3)(OC1=O)C2(C)C (stereo not drawn),-18,-1.8,5,61*,18,1,-1.3,-2,-1.5
N=C1C(c2ccccc2)=C(O)CN1c1cccc2ccccc12,-7,0.2,-11,-21,8,4,1.2,2,1.3
COC(=O)c1c(NC(=O)Cc2ccccc2)sc(C)c1C,-6,1.5,-5,36,10,-4,-0.2,1,0.2
O=C(O)c1ccc(NS(=O)(=O)c2ccc3c(c2)OCCCO3)cc1,2,0.8,4,36,7,3,1.4,2,3.2
CCN(CC)CCn1nc(C)nc1-c1ccccc1O,0,0.6,-2,-7,17,-7,0.9,2,0.3
Cc1cc(O)c(-c2cc(C(=O)Nc3sc4c(c3C(=O)NCc3ccco3)CCC4)[nH]n2)cc1C,59*,8.8,-10,-7,3,-8,0.2,-10,0.6

# 3 compounds out of the list above, ordered by the value under EP2 modulator, high to low:
Compound | Hck Nef HTS | RBBP9 inhibitor | EP2 modulator | Runt-SMMHC FRET | PERK inh | Runt-CBFb FRET
CC12CCC(C(=O)N(Cc3ccccc3)Cc3ccccc3)(OC1=O)C2(C)C (stereo not drawn) | -18 | 5 | 61* | 1 | -1.3 | -2
COc1cc(/C=C/C(=O)OCC(=O)Nc2sc3c(c2C#N)CCC(C)C3)ccc1OCC#N (stereo not drawn) | 51* | 3 | -3 | -5 | 2.1 | 2
N=C1C(c2ccccc2)=C(O)CN1c1cccc2ccccc12 | -7 | -11 | -21 | 4 | 1.2 | 2

# Other results follow.
SMILES,Hck Nef HTS,TNF death inh,RBBP9 inhibitor,EP2 modulator,PGE2 EP2 inh,Runt-SMMHC FRET,PERK inh,Runt-CBFb FRET,L929 necroptosis
O=C(Cn1ccccc1=O)c1cccs1,2,-2.7,-4,34,1,1,0.9,-1,-0.1
COc1ccc(OC)c(NC(=O)c2sc3nc(Cc4ccccc4)cc(C(F)(F)F)c3c2N)c1,1,-0.8,0,9,4,-101,0.8,2,0.5
O=C(O)c1cccc(N(CCO)CCO)c1,25,-0.8,-4,-4,3,1,0.5,0,-0.3
COCCCN1C(=O)/C(=C/c2ccc(CNS(=O)(=O)c3ccccc3)o2)C(C(=O)OC)=C1C,4,-0.2,-9,-17,9,-6,-0.1,5,0.5
COc1ccccc1NC(=O)CC(=O)CSc1nnc(-c2ccc(C)cc2)n1C,1,-5.9,-1,-5,12,-5,1.5,-3,0.2
O=C(COc1ccc(S(=O)(=O)N2CCOCC2)cc1)N1CCc2ccccc2C1,4,0.5,2,-34,9,0,-0.9,2,-1.1
COC(=O)c1ccc(COC(=O)CNS(=O)(=O)c2ccc(C)cc2)cc1,19,0.7,-5,4,2,-3,0.7,-1,2.2
Cc1c(C(=O)N/N=C/c2ccc(O)c(Br)c2)sc(N)c1C#N,10,7.6,-6,6,2,-2,0.9,-4,76*
COc1cc(CC2COC(c3ccc(O)c(OC)c3)C2COC(C)=O)ccc1O (stereo not drawn),46,0.4,·,7,13,2,·,2,-0.9
Cc1cc(Cl)ccc1Oc1nc(-c2ccc(F)cc2)ccc1C#N,1,0.6,-9,26,4,0,0.3,-1,0.4
COc1cc2c(cc1OC)C(Nc1ccc(S(N)(=O)=O)cc1)=NC(C)(C)C2,3,1.1,-1,11,1,3,-0.3,-2,0.5
CCOC(=O)Cc1csc(NC(=O)c2cccs2)n1,-3,0.4,-2,14,7,0,0.9,1,1.7
O=C(Nc1ccncc1)Nc1ccc(F)cc1F,8,-5.6,0,20,9,-6,0.7,2,-0.5
Cc1ccccc1N=C1Nc2ccccc2CS1,0,-1.7,-11,7,5,0,-0.2,-3,1.1
Cc1ccc(S(=O)(=O)n2nc(OC(=O)C(C)(C)C)cc2N)cc1,0,0.5,-3,26,6,3,1.4,3,1.2
Cc1cccc(NC(=O)CN2C(=O)COc3ccc(Cl)cc32)c1C,2,-2.6,-2,9,2,2,-1.3,-5,-0.4
Cc1ccc(S(=O)(=O)NCCNC(=O)N2CCOCC2)cc1,-23,-0.1,-18,10,3,1,-1.1,1,-1.5
CC(O)[C@H]1CNC(=O)C(=O)N1CCC12CC3CC(CC(C3)C1)C2 (stereo partly drawn),21,3.3,·,13,16,2,·,4,1.7
CN1CCN(C(=S)NC(=O)/C=C/c2ccccc2)CC1,3,0.1,6,0,9,2,0.3,0,-0.8
O=C(NCc1ccco1)C(c1ccccc1)N(Cc1ccccc1)C(=O)Cn1nnc2ccccc21 (stereo not drawn),6,-3.8,-1,28,9,2,-0.9,0,0.1

# From PubChem BioAssay

# These rows are one share of the data. The share of hits here may be higher or lower than overall.
